Bioassay records deposited in PubChem BioAssay by several laboratories.
AID2073: inhibitors of Mint1-CaV2.2 protein interaction, biochemical, HTRF (AID 2073); inhibition, % at 20 µM, or IC50 in µM where a hit was titrated; 290,000 tested, 0.19% active; Voltage-dependent N-type calcium channel subunit alpha-1B (Homo sapiens); HTRF protein-protein interaction, Mint1-CaV2.2; higher % means a stronger effect; in the data active = inhibition mostly above about 51%, no sharp cut-off; inconclusive = no clear call, values can overlap the other calls; inactive = mostly below about 53%; also: some results filed as inactive read as strong as hits
Hep lipid drop: inhibitors of hepatocyte lipid droplet formation, primary screen, imaging, high-throughput imaging, BODIPY stain | 240,000 tested, 0.4% active | AML12 mouse hepatocytes, oleate lipid droplets | inhibition, % at 6.5 µM;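 active = lipid droplet intensity inhibited by at least 50%, with more than 500 cells counted; inconclusive = wells with under 300 cells, treated as cytotoxic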
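material = mouse AML12 hepatocyte cell line, fixed after treatment | also added = 100 µM oleic acid challenge | doses = compound at 6.5 µM only | schedule = overnight exposure | technique = Image-based BODIPY and DAPI two-channel analysis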
Myeloid diff 2: induction of myeloid progenitor differentiation, primary screen, cell-based, flow cytometry, MLPCN library | ER-HoxA9 myeloid progenitors, lysozyme-GFP differentiation | 360,000 tested, 1% active | calls only at 10 µM | AID 624256, 2012;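 active = normalized GFP-positive differentiation at or above the plate's own cutoff, the solvent-only control mean plus 3 SD; inconclusive = no clear call, values can overlap the other calls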;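 also: cells exposed to compound for four days before flow analysis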
HIV fusion peptide: inhibitors of HIV fusion peptide binding, primary screen, biochemical, uHTS, fluorescence dequenching (AID 1986); inhibition, % at 20 µM, or IC50 in µM where a hit was titrated; cell-free peptide binding, fluorescence dequenching, 30 min; higher % means a stronger effect; 290,000 tested, 0.3% active; in the data active = inhibition mostly above about 52%, no sharp cut-off; inactive = mostly below about 76%; also: some results filed as inactive read as strong as hits
XIAP antagonists: XIAP antagonists, biochemical, IAP family, fluorescence polarization (AID 1018); XIAP BIR domain, fluorescence polarization peptide displacement; higher % means a stronger effect; 200,000 tested, 0.007% active; displacement, % at 20 µM; hits with a dose series show IC50 in µM; E3 ubiquitin-protein ligase XIAP (Homo sapiens); in the data active = displacement above about 50%; also: a part of the inactive calls stands beside numbers as strong as those of hits
LYP phosphatase: inhibitors of LYP phosphatase, biochemical, fluorescence intensity, uHTS (AID 1779). Tyrosine-protein phosphatase non-receptor type 22 (Homo sapiens). recombinant LYP phosphatase, fluorescence intensity; higher % means a stronger effect. one-dose inhibition, % at 11.5 µM; IC50 in µM for titrated hits. 290,000 tested, 0.054% active;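 also: plate controls were vehicle with enzyme for no effect and no enzyme for full effect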
Siah-1 displacement: Siah-1 peptide-binding antagonists, primary screen, biochemical, fluorescence polarization, rhodamine-plectin, uHTS (AID 1817); E3 ubiquitin-protein ligase SIAH1 (Homo sapiens); Siah-1 / rhodamine-plectin peptide fluorescence polarization; higher % means a stronger effect; 290,000 tested, 0.02% active; one-dose displacement, % at 20 µM; IC50 in µM for titrated hits;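 active = displacement of at least 50% at 20 µM, with a fluorescence ratio check between 0.3 and a set limit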;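 also: plate controls were Siah plus tracer with DMSO for no effect and tracer alone without Siah for full effect; strong numbers were not always called active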
Dengue-2 NS5 capping: Dengue-2 NS5 methyltransferase inhibitors, primary screen, biochemical, confirmation dose response (AID 588689). inhibition, % at 25 µM, or IC50 in µM where a hit was titrated. Dengue-2 NS5 methyltransferase capping enzyme assay, biochemical; higher % means a stronger effect. 340,000 tested, 0.3% active. Genome polyprotein (Dengue virus type 2 (strain 16681-PDK53)); in the data active = a potency from the dose series; inconclusive = inhibition above about 29% without an active follow-up result
HEK293 NOD2/NF-kB: NOD2 signaling inhibitors, cell-based, luminescence, uHTS, HEK293 (AID 1566). HEK293 NOD2/NF-kB luciferase reporter, luminescence; higher % means a stronger effect. 290,000 tested, 0.63% active. inhibition, % at 4 µM; hits with a dose series show EC50 in µM; also: many of its hits are not listed in these tables
Hep lipid drop cells 6.5 µM: also measured in Hep lipid drop; calls as there; cell count; measured here: cell count, cytotoxicity flag;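 cells counted across two imaged fields per well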
Dengue-2 NS5 capping pilot replicate: further read-out of Dengue-2 NS5 capping, marked with its call; inhibition, %; measured here: pilot screen replicate inhibition
Myeloid diff 2 GFP+ MAC1+ %: also measured in Myeloid diff 2; calls as there; GFP+ MAC1+ double positive, %; measured here: differentiation confirmed by MAC1 staining
Numbers without * were called inactive; i = inactive; ? = inconclusive; · = no result given; + = active, no number. Rule as the data show it, unless noted: active = inhibition above about 50%; inactive = the rest. Some of the compounds tested (hit frequency here may not be typical).

SMILES | AID2073 | Hep lipid drop | Hep lipid drop cells 6.5 µM | Myeloid diff 2 | Myeloid diff 2 GFP+ MAC1+ % | HIV fusion peptide | XIAP antagonists | LYP phosphatase | Siah-1 displacement | Dengue-2 NS5 capping | HEK293 NOD2/NF-kB | others
Cc1oc2ccc(NS(=O)(=O)c3ccc(C(C)(C)C)cc3)cc2c1C(=O)Nc1ccccc1 | 6.7% | · | · | i | 0.9 | 5.5% | -4.0% | -5.8% | -4.3% | -0.7% | 2.3%
O=C1CC(NCc2ccccc2)C(=O)N1c1ccc(F)cc1 (configuration not stated) | 18.9% | -16.3 | 641 | i | 0.5 | 0.8% | -3.0% | -7.1% | -4.3% | · | -4.9%
CCCNC(=O)c1cc(S(=O)(=O)N2CCc3ccccc32)ccc1F | 3.9% | 3.1 | 757 | i | 4.6 | 0.3% | -8.2% | -5.1% | -6.1% | -6.8% | 5.1%
CC(C)CC(c1nnnn1Cc1ccccc1)N1CCN(C(=O)c2ccco2)CC1 (configuration not stated) | 5.6% | -6.0 | 737 | i | 0.4 | -0.2% | -1.5% | -9.1% | 6.3% | 4.8% | -3.9%
O=C(NCCCn1cccn1)c1cc(COc2ccc(F)cc2Cl)on1 | 2.0% | -4.4 | 665 | i | 0.5 | 0.1% | -7.8% | 1.7% | 2.1% | 5.4% | -25.8%
Cc1ccc(C(C(=O)NCc2ccccc2)N(C(=O)c2csnn2)C2CC2)cc1 (configuration not stated) | -4.6% | -15.2 | 764 | i | 0.5 | 0.5% | · | -9.8% | -2.9% | -2.5% | -100.2%
CCCC(=O)N1CC2(CCC)CN(C(=O)CCC)CC(CCC)(C1)C2=O | -2.4% | -15.6 | 703 | i | 0.6 | 1.3% | -3.6% | -0.4% | 5.9% | 2.0% | -15.5%
CCOc1ccc(NC(=O)Cn2sc3nc(C)cc(C)c3c2=O)cc1 | 13.1µM* | 20.0 | 726 | i | 0.4 | 0.1% | · | -2.8% | 8.4% | -11.6% | 5.3%
CCN(CC)Cc1c(C(=O)N/N=C/c2cccc3ccccc23)nnn1-c1nonc1N | -5.6% | -5.4 | 826 | i | 0.8 | 0.1% | · | 3.7% | -2.1% | 0.8% | -7.0%
CN(C)S(=O)(=O)N1CCN(c2ccccc2)CC1 | -0.6% | -5.1 | 792 | i | 10.6 | 0.1% | -3.2% | -9.6% | 1.8% | -1.4% | -5.4%
CCOC(=O)C1=C(C)NC2=C(C(=O)C(C(=O)OCC)C(c3ccco3)C2)C1c1ccccn1 (configuration not stated) | ? | -0.3 | 774 | i | 0.5 | 6.0% | -5.0% | 2.1% | 0.9% | 63.9% | 7.8% | Dengue-2 NS5 capping pilot replicate=1.8
CC(C(=O)NC1CCCC1)N(C(=O)Cn1nnc(-c2ccc(F)cc2)n1)c1ccccc1F (configuration not stated) | 9.3% | -5.7 | 857 | i | 5.3 | -0.7% | · | -1.0% | -3.6% | 1.6% | 35.0%
COc1ccccc1CC(NC(C)=O)C(=O)NC1CCN(C(=O)c2cccc(Cl)c2)CC1 (configuration not stated) | 5.5% | 6.3 | 800 | i | 2.4 | 0.0% | · | -12.8% | 1.6% | -0.8% | 2.1%
Cc1ccc(NC(=S)Nc2cccc(S(=O)(=O)Nc3c(C)n(C)n(-c4ccccc4)c3=O)c2)cc1 | 1.5% | 1.1 | 701 | i | 1.2 | -2.2% | -3.5% | -11.2% | -2.2% | -5.2% | -20.3%
Cc1cc2c(cc(C(=O)O)n2C)s1 | 21.0% | 11.8 | 788 | i | 0.8 | -0.1% | -0.6% | -6.2% | -2.1% | -1.1% | -0.8%
COc1ccc(NC(=O)C(CC(C)C)NS(=O)(=O)c2ccc3c(c2)CCN3C(C)=O)cc1OC (configuration not stated) | 0.6% | 2.8 | 754 | i | 6.5 | -1.1% | -4.4% | -6.9% | -3.5% | -6.3% | 9.0%
CCOC(=O)Cc1csc(NC(=O)c2sc3nc4c(C)cc(C)cc4cc3c2N)n1 | 0.8% | -36.9 | 579 | i | 14.0 | 23.4% | -4.3% | -0.8% | -5.9% | ? | 1.5%
COc1ccc(-c2ccccc2NC(=O)C2CCCN(Cc3ccc(C)o3)C2)cc1 (configuration not stated) | 7.3% | -5.8 | 815 | i | 4.2 | 1.4% | · | -6.7% | -5.9% | -1.6% | -45.6%
CCOc1ccc(NC(=O)Nc2cc(C(=O)O)ccc2N2CC3CC(C2)c2cccc(=O)n2C3)cc1 (configuration not stated) | 2.2% | -3.5 | 679 | i | 1.7 | 0.0% | · | -2.2% | 4.2% | -9.6% | 22.1%
COc1cc(/C=C2/SC(=O)NC2=O)ccc1Oc1ccc([N+](=O)[O-])cc1[N+](=O)[O-] | 3.5% | 13.8 | 662 | + | 1.2* | 74.1% | · | 9.6% | 5.5% | 23.6% | -118.4%

Continued; it opens with the three that closed the last part.
SMILES | AID2073 | Hep lipid drop | Hep lipid drop cells 6.5 µM | Myeloid diff 2 | Myeloid diff 2 GFP+ MAC1+ % | HIV fusion peptide | XIAP antagonists | LYP phosphatase | Siah-1 displacement | Dengue-2 NS5 capping | HEK293 NOD2/NF-kB | others
COc1ccc(-c2ccccc2NC(=O)C2CCCN(Cc3ccc(C)o3)C2)cc1 (configuration not stated) | 7.3% | -5.8 | 815 | i | 4.2 | 1.4% | · | -6.7% | -5.9% | -1.6% | -45.6%
CCOc1ccc(NC(=O)Nc2cc(C(=O)O)ccc2N2CC3CC(C2)c2cccc(=O)n2C3)cc1 (configuration not stated) | 2.2% | -3.5 | 679 | i | 1.7 | 0.0% | · | -2.2% | 4.2% | -9.6% | 22.1%
COc1cc(/C=C2/SC(=O)NC2=O)ccc1Oc1ccc([N+](=O)[O-])cc1[N+](=O)[O-] | 3.5% | 13.8 | 662 | + | 1.2* | 74.1% | · | 9.6% | 5.5% | 23.6% | -118.4%
CCS(=O)(=O)N1Cc2ccccc2CC1C(=O)Nc1cc(S(C)(=O)=O)ccc1Cl (configuration not stated) | 47.9% | 1.8 | 707 | i | 0.0 | 1.8% | · | -6.0% | 15.0% | 2.6% | 6.4%
O=C(Nc1ccc(NC(=O)c2ccco2)nc1)c1ccco1 | -2.9% | 11.4 | 807 | i | 0.2 | 0.7% | -1.8% | 0.3% | -0.5% | 0.0% | -40.2%
COc1cccc(OCC(O)CN(CCO)Cc2ccccc2)c1 (configuration not stated) | 9.8% | · | · | i | 0.3 | -1.6% | -3.4% | -2.9% | 2.1% | -0.7% | 20.7%
CCOc1ccc(N(CC(=O)Nc2nccs2)S(=O)(=O)c2c(C)[nH]c(=O)[nH]c2=O)cc1 | 9.2% | 14.2 | 683 | i | 0.3 | 1.4% | -4.8% | -1.8% | 4.0% | -2.3% | -1.3%
O=C(NCc1ccc(/C=N\NC(=O)C(=O)Nc2ccccc2Br)o1)C(=O)Nc1ccccc1 | 37.2% | 2.3 | 825 | i | 0.7 | 11.6% | · | -4.3% | 3.1% | -2.4% | -1.5%
CCc1c(C)nc2cc(-c3cc(OC)cc(OC)c3)nn2c1N1CCN(CCN2CCOCC2)CC1 | 13.3% | 24.3 | 674 | i | 0.6 | -0.7% | -11.4% | -7.8% | -3.1% | · | -8.8%
Cc1cccc(C(=O)Nc2oc(-c3ccccc3)cc2C#N)c1 | -0.2% | 5.1 | 715 | i | 1.5 | 1.1% | -4.3% | 4.8% | 7.6% | -8.3% | -4.2%
Cc1cc(C(=O)COC(=O)c2ccc(CO)cc2)c(C)n1CC1COc2ccccc2O1 (configuration not stated) | 2.7% | -11.0 | 555 | i | 0.6 | 4.9% | -3.2% | -8.2% | 2.3% | -8.1% | 8.8%
Cc1ccccc1NC(=O)CSc1nc2ncc(Cl)cc2[nH]1 | 14.4% | -1.3 | 679 | ? | · | -0.5% | · | -3.0% | -4.6% | -2.6% | 0.0%
O=C1NC(=S)N/C1=C\c1ccc(N2CCOCC2)cc1 | 9.5% | -2.6 | 654 | i | 0.2 | 2.8% | -12.8% | 0.9% | -9.2% | 10.0% | -5.8%
Cc1cc(C)c(NC(=O)CSc2nnc(Cc3cccn3C)n2-c2ccc(F)cc2)c(C)c1 | -0.6% | · | · | i | 1.3 | -1.7% | -4.0% | -0.3% | -1.5% | 3.2% | 21.3%
Cc1cc(C)nc(N2CCCC(C(=O)NCc3ccccc3F)C2)n1 (configuration not stated) | 3.8% | 1.0 | 734 | i | 0.2 | -0.6% | -3.3% | -3.9% | 9.9% | -8.7% | 20.0%
COC(=O)c1sccc1NC(=O)Nc1cc(C)ccc1OC | 4.3% | -5.4 | 861 | i | 0.4 | 0.3% | · | -6.6% | -4.1% | -2.7% | -1.4%
C=C1c2cc(CC)ccc2NC(=O)N1c1ccc(C)cc1 | -4.0% | · | · | i | 2.9 | -2.1% | -1.0% | -9.5% | 0.7% | -1.5% | -37.1%
COc1ccc(Cc2nnc(NC(=O)CSc3ccc(C)cc3)s2)cc1OC | -7.7% | · | · | i | 1.0 | -4.7% | -5.8% | 4.5% | -1.5% | -3.8% | 10.6%
CCCN1C(=O)C(O)(C/C(C)=N/O)c2ccccc21 (configuration not stated) | 6.9% | · | · | i | 0.7 | -0.2% | 1.1% | -13.0% | -2.3% | -2.8% | 9.1%
CC12C(=O)N(c3ccccn3)C(=O)C1C1C=CC2C1 (configuration not stated) | 8.3% | · | · | i | 3.2 | 2.4% | -3.6% | -1.3% | 3.2% | 1.4% | 16.5%
O=C(O)CCc1ccc(-c2cccs2)n1NC(=O)c1ccco1 | 28.9% | 0.9 | 771 | i | 1.1 | 16.7% | -2.1% | -4.6% | 1.5% | · | 3.1%
COc1cccc(C(C(=O)NC2CCCCC2)N(C(=O)c2ccco2)c2ccc(-n3cnnn3)c(C)c2)c1 (configuration not stated) | 9.3% | -27.2 | 699 | i | 2.2 | 0.3% | -2.1% | -3.9% | 5.8% | -10.7% | 9.4%
Cc1ccc(-c2csc(SCC(=O)Nc3cc(C)on3)n2)cc1 | 8.4% | -20.3 | 715 | i | 2.6 | 2.3% | -0.2% | 1.3% | 7.0% | -9.6% | 4.8%
O=C(NCc1ccc(Cl)cc1)c1ccc(Cn2cc(C(F)(F)F)ccc2=O)cc1 | -1.4% | · | · | i | 0.4 | 0.4% | -1.8% | -2.9% | 3.8% | -1.9% | 11.2%
O=S(=O)(Nc1cccnc1)c1ccc(F)cc1 | 14.8% | -0.3 | 823 | · | · | 0.6% | · | -14.4% | -10.0% | -4.1% | 16.3%
